# Source: PubChem BioAssay
# Rev-erbA mod: modulators of Rev-erb alpha DNA binding, primary screen, biochemical, FITC-DNA, fluorescence polarization, uHTS; Nuclear receptor subfamily 1 group D member 1 (Homo sapiens), P20393; Rev-erbα–FITC-DNA binding, 90 min; activity, % at 10 µM; 370,000 tested, 0.79% active;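 active means activity above about 14%, limit read from the data; passing the limit was not always enough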;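 further: 0% = DMSO wells with 35 nM protein and 100% = DMSO wells with 750 nM protein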
# PG9 Ab binder: binders of HIV-1 gp120 antibody PG9, primary screen, biochemical, TR-FRET | inhibition, % at 6.7 µM | TR-FRET gp120-PG9 antibody binding | HIV-1 gp120 / PG9 antibody interaction | 360,000 tested, 0.43% active; in the data active means inhibition above about 8.5%
# SMARCA2 act: SMARCA2 (BRM) function activators, primary screen, cell-based, luminescence, high throughput. MG213 cells, MMTV-luciferase reporter, dexamethasone, overnight. activation, % at 9.1 µM. 370,000 tested, 1% active. AID 652017, 2013; in the data active means activation above about 7.8%;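 further: 0% = vehicle wells and 100% = reference activator wells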
# DAX1 inh-1: DAX1 (NR0B1) inhibitors on StAR promoter, primary screen, cell-based, luminescence, SF-1 (NR5A1), full-length DAX-1; inhibition, % at 6.8 µM; 370,000 tested, 1.1% active; AID 652010, 2013; HEK293T StAR-luciferase reporter, SF-1/DAX-1 repression relief;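 active means inhibition above the mean over all tested compounds plus 3 SD, cut at about 3.6% in these data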;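 further: 0% = DAX-1 cells with DMSO and 100% = cells lacking DAX-1 with DMSO; higher inhibition means more luminescence from relief of DAX-1 repression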
# hcDAF-12 act: H. contortus DAF-12 nuclear receptor activators, primary screen, cell-based, luminescence, HEK293, lit1-tk-luc reporter | HEK293 hcDAF-12 lit1-tk-luc reporter; 0% DMSO, 100% Δ7-dafachronic acid | activation, % at 6.8 µM | 370,000 tested, 1.4% active | AID 652067, 2013;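 active means activation above the mean of all tested compounds plus 3 SD, cut at about 5.5% in these data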;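 further: 100% = response to 3 µM Δ7-dafachronic acid high control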
# sPLA2-III inh: human group III sPLA2 inhibitors, primary screen, biochemical, QFRET, BODIPY PC-A2 liposome substrate | QFRET BODIPY PC-A2 liposome hydrolysis, fluorescence | inhibition, % at 12.2 µM | 370,000 tested, 0.56% active | AID 743126, 2013;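 active means inhibition above mean plus 3 SD of compounds lying within the high and low control bounds, cut at about 19% in these data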;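 further: 0% = median of test compound wells and 100% = no enzyme DMSO wells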
# PLC-beta3 inh: human PLC-beta3 inhibitors, primary screen, biochemical, fluorescence; 1-phosphatidylinositol 4,5-bisphosphate phosphodiesterase beta-3 (Homo sapiens), Q01970; Purified PLC-beta3, fluorogenic substrate; inhibition, % at 12.2 µM; 370,000 tested, 0.18% active; in the data active means inhibition above about 11%;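 further: 0% = median of compound wells on plate and 100% = full blocker control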
# Target sequence (Q01970 whole entry, looked up): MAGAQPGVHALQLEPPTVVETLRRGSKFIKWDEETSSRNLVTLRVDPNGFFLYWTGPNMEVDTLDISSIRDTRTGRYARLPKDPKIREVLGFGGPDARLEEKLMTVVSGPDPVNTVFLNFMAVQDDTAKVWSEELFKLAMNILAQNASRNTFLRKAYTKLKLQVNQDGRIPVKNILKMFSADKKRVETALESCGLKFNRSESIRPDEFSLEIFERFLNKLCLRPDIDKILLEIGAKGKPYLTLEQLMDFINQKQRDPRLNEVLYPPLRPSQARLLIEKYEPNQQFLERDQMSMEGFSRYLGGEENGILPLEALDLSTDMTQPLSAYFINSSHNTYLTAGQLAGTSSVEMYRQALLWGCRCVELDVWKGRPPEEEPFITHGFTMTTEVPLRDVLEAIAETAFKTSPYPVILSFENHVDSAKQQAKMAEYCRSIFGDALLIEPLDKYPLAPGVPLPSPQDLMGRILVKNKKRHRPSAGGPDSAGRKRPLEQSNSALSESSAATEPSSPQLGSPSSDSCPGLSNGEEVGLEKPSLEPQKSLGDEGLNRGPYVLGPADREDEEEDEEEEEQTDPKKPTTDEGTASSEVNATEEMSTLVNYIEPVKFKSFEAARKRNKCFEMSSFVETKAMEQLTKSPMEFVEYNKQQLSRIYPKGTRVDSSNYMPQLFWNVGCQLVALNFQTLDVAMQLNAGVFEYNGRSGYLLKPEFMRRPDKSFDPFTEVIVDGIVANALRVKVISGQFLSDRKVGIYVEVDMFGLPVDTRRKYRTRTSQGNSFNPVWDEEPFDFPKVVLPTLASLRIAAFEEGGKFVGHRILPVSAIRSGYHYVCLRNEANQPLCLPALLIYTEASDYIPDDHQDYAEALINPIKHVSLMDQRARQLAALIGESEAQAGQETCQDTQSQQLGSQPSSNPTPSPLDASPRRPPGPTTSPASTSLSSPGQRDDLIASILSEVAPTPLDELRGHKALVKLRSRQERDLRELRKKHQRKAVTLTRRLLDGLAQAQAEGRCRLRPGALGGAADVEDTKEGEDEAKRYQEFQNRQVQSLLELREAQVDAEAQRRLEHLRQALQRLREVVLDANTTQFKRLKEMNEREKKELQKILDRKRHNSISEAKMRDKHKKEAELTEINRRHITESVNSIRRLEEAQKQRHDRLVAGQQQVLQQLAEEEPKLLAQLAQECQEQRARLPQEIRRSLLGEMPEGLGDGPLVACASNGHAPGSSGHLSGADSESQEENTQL
# DAX1 inh-2: DAX1 (NR0B1) inhibitors, primary screen, cell-based, HEK293, Gal4-DAX1, luciferase luminescence; Nuclear receptor subfamily 0 group B member 1 (Homo sapiens), P51843; HEK293 Gal4-DAX1 luciferase reporter; inhibition, % at 6.75 µM; 340,000 tested, 0.99% active; AID 504766, 2011;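 active means inhibition above the mean over all tested compounds plus 3 SD, cut at about 4.2% in these data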;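 further: 0% = DAX1-transfected cells with DMSO and 100% = empty-vector control cells with DMSO; inhibition shows as a rise in luminescence from relieved DAX1 repression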
# GAA850 FXN act: FXN promoter activators, primary screen, cell-based, luciferase luminescence, HEK293 lucGAA850; HEK293 lucGAA850 FXN promoter luciferase reporter, 24 h; percent of 10 µM SAHA response; activation, % at 6 µM; 360,000 tested, 0.56% active; AID 540364, 2011;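 active means activation above the average of all compounds screened plus 3 SD, cutoff fixed separately per campaign, cut at about 7.5% in these data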;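 further: 0% = DMSO wells and 100% = 10 µM SAHA wells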
# ssDAF12 agonist: S. stercoralis DAF-12 nuclear receptor activators, primary screen, cell-based, luminescence, HEK293, GRIP1 co-expression, lit1-tk-luc | Nuclear hormone receptor DAF-12 (Strongyloides stercoralis) | HEK293 ssDAF-12/GRIP1 lit1-tk-luc reporter; % of 3 µM dafachronic acid response | activation, % at 6.8 µM | 370,000 tested, 1% active | AID 652126, 2013;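 active means activation above the mean over all tested compounds plus 3 SD, cut at about 0.9% in these data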;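 further: 0% = DMSO-only wells and 100% = 3 µM delta7-dafachronic acid wells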
# hgDAF12 agonist: H. glycines DAF-12 receptor agonists, primary screen, cell-based, luminescence, HEK293, GAL4 fusion, UAS-luciferase; Nuclear hormone receptor DAF-12 (Heterodera glycines), GAL4 fusion; HEK293 GAL4-hgDAF12 UAS-luciferase reporter, agonist luminescence; normalized to butyrate control; activation, % at 6.8 µM; 370,000 tested, 1.8% active; AID 687014, 2013;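 active means activation above a cutoff set at the mean of all screened compounds plus 3 SD, cut at about 10% in these data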;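 further: 0% = DMSO wells and 100% = sodium butyrate wells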
# * marks the source's active call; other numbers are inactive results; nt = no result given.
Structure,SMARCA2 act,GAA850 FXN act,ssDAF12 agonist,PLC-beta3 inh,Rev-erbA mod,hgDAF12 agonist,DAX1 inh-1,hcDAF-12 act,sPLA2-III inh,DAX1 inh-2,PG9 Ab binder
COC(=O)C1=C(C)N(Cc2ccc(C(F)(F)F)cc2)C(=NCc2ccccc2)NC1c1ccccc1C(F)(F)F (centres undefined),-3,nt,-0.8,-2,0,1.9,0.6,0.6,-1,nt,-1.0
CCOc1cc(C=O)ccc1OCC(N)=O,0,0.3,-1.6,-2,0,1.1,0.0,-1.0,2,3.0,-0.5
COc1cccc(C2C3(C#N)C(N)=NC(OC)(OC)C23C#N)c1 (centres undefined),-1,0.0,-0.9,-8,2,0.6,-0.4,0.5,6,0.7,1.9
Cc1cc(/C=C2\SC(=O)N(C)C2=O)c(C)n1-c1ccc(S(N)(=O)=O)cc1,4,0.4,-1.2,-16,5,1.0,0.3,-0.8,-2,-0.6,-1.3
CC(=O)N1CCN(C(=O)c2ccc3c(c2)S(=O)(=O)c2ccccc2C3=O)CC1,0,1.6,-0.6,-3,-1,-0.2,0.0,-0.4,-2,1.5,1.0
Cc1ccc(C)c(-n2c(SCC(N)=O)nnc2-c2ccccn2)c1,-2,0.3,-0.6,-4,-2,0.8,0.1,-1.0,9,0.3,-1.8
COc1ccc(C(C)(C)C)cc1NC(=O)COC(=O)C1=NNC(=O)CC1,-4,2.4,-0.6,-24,4,-2.0,-1.3,-0.5,16,-0.2,-1.7
CC(C)(C)NS(=O)(=O)c1ccc(C(=O)Nc2ccc3c(c2)OCO3)cc1,3,1.9,-0.3,0,-6,4.2,1.3,3.8,-5,2.2,-2.2
CCN(CC)CCNC(=O)c1cn(CC)c2ccc(S(=O)(=O)N(C)C3CCCCC3)cc2c1=O,-1,2.7,-1.0,-8,-8,3.0,1.5,-0.7,0,1.2,0.6
Cc1ccc2[nH]c(C)c(CC(=O)O)c2c1,-1,-0.2,-0.8,-108,-1,-2.4,-1.5,-0.8,-5,1.0,-1.3
CCOc1cccc(-c2nn3c(-c4ccccn4)nnc3s2)c1,-1,0.4,-1.0,-2,0,-0.3,-0.9,-0.5,-1,-0.4,2.5
CCOC(=O)C1=C(N)N(c2ccc(N3CCCCC3)cc2)C(=O)C1,-1,0.7,-1.6,0,1,-1.0,0.4,-1.1,-38,-0.4,-1.5
Cc1cccc(C)c1OCc1cccc(C2Nc3ccccc3C(=O)N2Cc2ccco2)c1 (centres undefined),nt,nt,-2.1,-180,11,4.1,nt,-0.9,7,nt,nt
O=C(Nc1ccc([N+](=O)[O-])cc1)N1CCCCCC1,0,2.5,-0.9,-3,3,1.3,4.1*,0.4,0,0.6,0.4
CC(NCc1ccccc1OC1CCCC1)c1ccccc1 (centres undefined),2,-2.4,-0.9,-6,4,1.6,0.0,-0.9,4,1.5,0.0
COc1ccc(CNC(=O)CN(C(=O)CCC(=O)Nc2ccccn2)c2ccc(C)cc2)cc1,-2,1.2,-0.1,-1,-3,1.5,0.5,-0.5,0,-0.2,0.0
CC(C)CC(N)c1csc(Nc2ccc(C(=O)NCCCO)cn2)n1 (centres undefined),-2,-0.8,-1.7,-95,-5,-1.8,-1.5,-1.0,3,nt,-0.4
CC1CC1C(=O)Nc1ccc(S(=O)(=O)N2CCCCC2)cc1 (centres undefined),-3,1.7,-0.8,6,-1,-1.3,-0.6,-2.1,-5,-0.8,0.6
CCOC(=O)N1CCC(NC(=O)CS(=O)Cc2nc(-c3ccc(Cl)cc3)oc2C)CC1 (centres undefined),-3,-0.1,-1.4,-9,-2,-2.0,-0.6,-3.2,-6,0.2,-1.9
CC(NC(=O)c1ccccc1)C(=O)OCn1nnc2ccccc2c1=O (centres undefined),-2,4.6,-1.0,-2,3,-1.6,0.4,1.6,2,0.4,1.5
COc1ccccc1NC(=O)NC1CCCc2ccccc21 (centres undefined),-2,1.2,-1.7,-4,2,-2.9,-2.2,-1.5,2,0.2,0.1
OC(COc1ccc2c(c1)OCO2)CN1CCN(c2ccccc2)CC1 (centres undefined),1,1.2,-0.9,0,0,0.5,0.2,0.3,4,-0.4,0.7
O=C(Cc1ccc(F)cc1)N/N=C/c1ccc2c(c1)OCO2,0,2.2,-1.4,-1,5,3.3,0.9,-0.1,0,2.8,-1.9
O=C(OCC1CCNCC1)c1ccc2c(c1)OCO2,-2,1.4,-0.9,-4,0,0.2,0.0,-1.3,1,-0.1,-0.9
COc1ccc(C)cc1NC(=O)C1CCCN1S(=O)(=O)c1ccc2c(c1)CCC(=O)N2 (centres undefined),0,-0.7,-0.6,-4,3,0.8,-1.1,3.4,8,-2.0,-0.9
CCCCCOC(=O)C1=C(C)NC(=O)NC1c1ccc(N(C)C)cc1 (centres undefined),-3,1.0,-1.3,-9,-1,0.7,0.3,-1.9,9,0.7,0.6
CC(=O)C(=Cc1ccc(C(=O)O)cc1)C(C)=O,-1,2.0,-0.9,-4,-6,-0.1,0.3,1.0,2,0.1,0.9
COc1ccc(OC)c2[nH]c(=O)c(CCNC(=O)c3ccc4c(c3)OCO4)cc12,-3,0.1,-1.3,-101,5,2.2,-0.4,-1.1,-1,2.2,-2.1
Cc1cccc(NC(=O)C2CCN(S(=O)(=O)c3cccs3)CC2)n1,0,-1.5,-1.4,5,2,-2.2,-1.6,-1.7,-3,-1.7,1.2
COc1ccc(NC(=O)COC(=O)CNS(=O)(=O)/C=C/c2ccccc2)cc1OC,0,1.9,-1.4,-4,0,5.3,0.6,0.0,2,-0.7,-1.6
CC(C)CCn1c(-c2nonc2N)nc2ccccc21,-1,0.6,-1.4,-5,6,0.7,-1.1,-0.5,-3,0.6,-1.9
COc1cccc(C2=NOC(C(=O)NCc3ccccc3)C2)c1 (centres undefined),-2,-0.5,-1.5,-5,0,2.1,0.2,-1.0,-4,2.4,2.0
O=C1CCCC(=O)N1c1ccc(N2CCN(c3ccccc3)CC2)c([N+](=O)[O-])c1,-1,2.0,-1.7,2,1,-2.0,0.0,-1.5,-2,-1.8,-1.3
Cc1ccsc1C(=O)OCC(=O)N1CCN(C(=O)c2ccco2)CC1,-2,2.9,-0.8,3,1,5.1,0.8,0.5,11,-0.1,-4.5
CC(C)C(=O)Nc1cccc(NC(=S)NC(=O)C(c2ccccc2)c2ccccc2)c1,-3,-4.0,-1.6,-2,-3,-2.2,-0.9,-2.3,-39,0.0,-1.1
c1ccc(CN2C3=NCCCN3c3ccccc32)cc1,0,-0.3,-1.1,-3,-1,2.8,0.6,-2.0,9,-0.1,0.1
Cc1cccc(C2c3[nH]c4ccccc4c3CCN2C(=O)Cc2nc(-c3ccccc3)n[nH]2)n1 (centres undefined),-1,-2.4,-0.4,-14,2,-1.5,-0.4,2.5,-38,0.0,-0.6
CCS(=O)(=O)c1ccc(C(=O)NC2CC2)c(Cl)c1Cl,1,-1.0,-0.4,1,1,4.5,0.2,-0.5,-3,-0.9,-0.9
CC(=O)c1c(C)[nH]c(C(=O)COc2cc(C)cc(C)c2)c1C,-3,-4.5,-1.0,-3,0,-3.0,-0.6,-2.1,1,-1.1,4.4
CC1(C)OC(=O)C2=C(C[C@@H](CCc3ccccc3)O[C@@H]2c2ccc(Cl)cc2)O1,-5,nt,-0.7,-4,3,1.8,-2.6,-0.2,3,nt,0.7
COCc1cc(=O)[nH]c2cc(NC(=O)C3CC3)c(C)cc12,-2,-1.0,-0.9,-5,-8,-1.1,-0.3,-1.1,5,2.2,-0.9
Cn1c(N)c(S(=O)(=O)N2CCN(c3ccccc3Cl)CC2)c(=O)n(C)c1=O,1,2.0,-0.8,-5,0,0.4,-0.3,-1.5,-1,0.6,-1.4
COc1cc(/C=N/NC(=O)COc2ccc(C)cc2)ccc1OC(=O)c1cccs1,-1,2.6,0.9*,6,-2,4.4,0.2,0.8,-2,-1.8,0.6
CC(C)(C)Nc1nc(C(N)=O)nc(N2CCOCC2)n1,-2,-1.0,-1.7,4,-7,2.7,-0.7,-1.7,-2,-0.2,-0.5
O=C(N/N=C/c1ccc(O)cc1)c1[nH]c2ccc(Br)cc2c1-c1ccccc1,0,-0.8,0.7,-156,7,-2.0,0.3,0.3,-20,0.0,0.1
Cc1ccc(C)c(C(O)c2ncc(-c3ccccc3F)[nH]2)c1 (centres undefined),-2,2.7,-0.2,4,0,1.8,-0.7,-0.8,-2,nt,-1.0
COc1cc(/C=C2\C(=N)N3N=C(S(C)(=O)=O)SC3=NC2=O)cc(OC)c1OCCOc1ccc(C)cc1,0,0.5,-0.9,-11,-3,-1.9,0.0,-1.9,-10,-0.8,-0.2
COc1ccccc1N1CCN(c2ccc3c(c2)S(=O)(=O)c2cccc(C(=O)NCc4ccc(F)cc4)c2C3=O)CC1,0,-4.0,-1.5,0,4,0.4,-3.1,-0.5,-3,-0.9,-1.1
CC(C)(C)CC(=O)Nc1cc2c3c(c1)CC(=O)N3CCC2,1,0.6,0.8,-6,-7,1.4,0.1,1.7,-5,0.1,-0.1
CCOc1ccc(OCC)c(NC(=O)CN2CCN(c3cccc(C)c3)CC2)c1,-2,-1.7,-1.0,3,0,-4.0,-1.3,-1.7,4,-0.4,-0.7
CCc1ccc(OCC(=O)NC(C)(C)C)cc1,-1,2.2,-0.7,4,-2,-3.4,-0.3,11*,-9,-0.3,-2.6
CCCn1c2ccccc2c2cnn(CC(=O)NCCCN3CCCC(C)C3)c(=O)c21 (centres undefined),-4,-1.5,-0.4,-13,0,-2.4,0.0,0.5,1,-0.3,0.6

# Part of the list above, field by field:
> O=C(N/N=C/c1ccc(O)cc1)c1[nH]c2ccc(Br)cc2c1-c1ccccc1
  SMARCA2 act: 0 | GAA850 FXN act: -0.8 | ssDAF12 agonist: 0.7 | PLC-beta3 inh: -156 | Rev-erbA mod: 7 | hgDAF12 agonist: -2.0 | DAX1 inh-1: 0.3 | hcDAF-12 act: 0.3 | sPLA2-III inh: -20 | DAX1 inh-2: 0.0 | PG9 Ab binder: 0.1

> Cc1ccc(C)c(C(O)c2ncc(-c3ccccc3F)[nH]2)c1 (centres undefined)
  SMARCA2 act: -2 | GAA850 FXN act: 2.7 | ssDAF12 agonist: -0.2 | PLC-beta3 inh: 4 | Rev-erbA mod: 0 | hgDAF12 agonist: 1.8 | DAX1 inh-1: -0.7 | hcDAF-12 act: -0.8 | sPLA2-III inh: -2 | DAX1 inh-2: nt | PG9 Ab binder: -1.0
